High-throughput results deposited in PubChem BioAssay by Sanford-Burnham Center for Chemical Genomics.
TAG inh = triacylglycerol accumulation inhibition | H9c2 cells, Nile Red lipid (TAG) fluorescence; cells loaded with 200 µM oleic acid | inhibition, % at 12.5 µM | 230,000 compounds, 0.66% hits;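 active = pattern-corrected inhibition of lipid staining of at least 50% with the nuclear-stain viability signal not falling by more than 50%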;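 note: 0% = DMSO wells and 100% = triacsin C control wells; some results filed as inactive read as strong as hits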
TAG inh DAPI viability = also measured in TAG inh; calls as there; DAPI nuclei signal change (viability), lower = more cytotoxic, %;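 whole-well DAPI fluorescence read on a plate reader as a viability signal; minus 50 percent equals half of cells still viable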
* marks the source's active call; other numbers are inactive results. Not all compounds are listed; the hit share may differ from the screen's.

Fields: TAG inh | TAG inh DAPI viability
CCOC(=O)C1=C(C)N(C)C(C)=C(C(=O)OCC)C1c1ccncc1
 : 11 | 1
COc1ccc(C2CC(C(F)(F)F)n3ncc(C(=O)NCc4cccnc4)c3N2)cc1OC (stereo not given)
 : 33 | -9
O=S(=O)(c1ccc(N2CCCC2)nc1)N1CCOCC1
 : -15 | -8
O=C(NCCCn1cccn1)c1cc(COc2ccccc2)on1
 : 3 | 10
CCc1cc(=O)oc2cc(OCC(=O)OC)c(Cl)cc12
 : -2 | 7
COc1cc(C(=O)N2CCN(c3cccc(C(F)(F)F)c3)CC2)ccc1OCC(=O)N1CCOCC1
 : 3 | 1
Cc1cccc(C)c1NC(=O)CN(C)C(=O)c1cccc(S(=O)(=O)N2CCN(C)CC2)c1
 : -12 | 3
Cc1ccnc2nc(C(=O)OCC(=O)N3CC(C)CC(C)C3)nn12 (stereo not given)
 : 9 | -6
O=C(COc1coc(CN2CCN(c3ccccc3)CC2)cc1=O)NC1CCCC1
 : 18 | -5
CC(C)(C)OCC(NC(=O)C(CC(N)=O)NC(=O)OC(C)(C)C)C(=O)OC(C)(C)C (stereo not given)
 : 1 | -1
CCc1[nH]nc2c1C(c1ccc(C)o1)C(C#N)=C(N)O2 (stereo not given)
 : -6 | 10
COc1ccc(NC(=O)CS(=O)CC(=O)NC2CCCc3ccccc32)cc1 (stereo not given)
 : -7 | 1
COc1cc(S(=O)(=O)N2CCN(c3ccc(F)cc3)CC2)ccc1Cl
 : -5 | 0
CN(CC(=O)N1CCCCCC1)S(=O)(=O)c1ccc(Br)cc1
 : -9 | -1
CC1(C)C(c2cccs2)=[N+]([O-])C2(CCCCC2=O)N1O (stereo not given)
 : 3 | 12
CCO[C@@H]1OC(C(=O)N2CCOCC2)=C[C@H](c2ccc(C(F)(F)F)cc2)[C@H]1CCCO
 : 4 | 5
Cc1cc(C)c2c(N)c(C(=O)N/N=C/c3cccnc3)sc2n1
 : 3 | -4
COc1ccc(CN(CC2CCC(C(=O)O)CC2)C(=S)Nc2ccccc2C)cc1 (stereo not given)
 : 6 | -6
CC(=O)c1ccc(C)cc1OC(=O)c1cccc(F)c1
 : 6 | -4
Cn1ccnc1COc1ccc(/C=N/O)cc1
 : 5 | -3

Next entries:
Fields: TAG inh | TAG inh DAPI viability
Fc1cccc(-c2ncc(-c3ccccc3)o2)c1
 : 8 | 5
COc1cccc(CC(=O)N2CCCC(CCC(=O)N3CCN(c4ccccn4)CC3)C2)c1 (stereo not given)
 : -4 | -6
O=C(Nc1nccs1)c1cccc2ccccc12
 : -11 | 2
O=C(CN1C(=O)NC2(CCCCCC2)C1=O)Nc1ccc(Br)cc1Br
 : 7 | 3
CCOc1ccc(CN2CCNC(=O)C2CC(=O)NCc2cc(C)n(C)n2)cc1 (stereo not given)
 : -23 | 7
CCCCN(C(=O)COC(=O)C1(c2ccccc2)CC1)c1c(N)n(CCC)c(=O)[nH]c1=O
 : 3 | -8
COCCN(C(=O)COC(=O)Cc1ccc(Cl)cc1)c1c(N)n(Cc2ccccc2)c(=O)[nH]c1=O
 : 2 | -4
O=C1CCC(=O)N1c1ccccc1
 : 9 | 3
COC(=O)c1[nH]c2cc(OC)ccc2c1NC(=O)CN1CCC(C(N)=O)(N2CCCCC2)CC1
 : 14 | -4
COCCNC(=S)N1CCC(Cc2ccccc2)CC1
 : -9 | 5
CC[C@@H](C)C(N)c1cn([C@@H](CCC(=O)O)C(=O)N2CCNCC2)nn1 (stereo not given in full)
 : -4 | -1
Cn1c(SCc2ccccn2)nnc1-c1ccccc1
 : -6 | -12
O=C(CNC(=O)c1nn(Cc2ccccc2)c(=O)c2ccccc12)Nc1ccc(F)c(F)c1F
 : 4 | -9
CCCc1nc2ccccc2c(=O)n1/N=C/c1ccc(O)cc1O
 : -9 | -3
Cc1ccc(C(=O)NCCc2ccc(S(N)(=O)=O)cc2)o1
 : 10 | -6
O=C(CNS(=O)(=O)c1ccc(Br)cc1)Nc1ccc2c(c1)OCCO2
 : 14 | -8
COCCCNC(=O)Cn1c(=O)n(Cc2ccc(C(=O)NCCc3ccc(OC)c(OC)c3)cc2)c(=O)c2ccccc21
 : -9 | 12
CCOC(=O)c1ccccc1NC(=O)CSc1nc2ccccc2c(=O)n1CCCN1CCOCC1
 : -5 | 16
Cc1ccc(NC(=O)CC2SC(=NCC3CCCO3)NC2=O)cc1Cl (stereo not given)
 : -13 | -3
NC(=O)C1CCN(C(=O)C(Cc2ccccc2)NC(=O)c2ccccc2)CC1 (stereo not given)
 : -18 | 3

Five entries picked at random from the list so far, as already listed:
Fields: TAG inh | TAG inh DAPI viability
Cc1ccc(C(=O)NCCc2ccc(S(N)(=O)=O)cc2)o1
 : 10 | -6
CCc1cc(=O)oc2cc(OCC(=O)OC)c(Cl)cc12
 : -2 | 7
COCCN(C(=O)COC(=O)Cc1ccc(Cl)cc1)c1c(N)n(Cc2ccccc2)c(=O)[nH]c1=O
 : 2 | -4
CC(C)(C)OCC(NC(=O)C(CC(N)=O)NC(=O)OC(C)(C)C)C(=O)OC(C)(C)C (stereo not given)
 : 1 | -1
Cn1ccnc1COc1ccc(/C=N/O)cc1
 : 5 | -3

Continued.
Fields: TAG inh | TAG inh DAPI viability
Cn1nc(C(C)(C)C)c([N+](=O)[O-])c1C(N)=O
 : 2 | 1
COC(=O)c1sccc1NC(=O)Nc1cc(C)ccc1OC
 : -5 | -10
COc1cc(NS(=O)(=O)c2ccc(NC(=S)NC(=O)CC(C)C)cc2)nc(OC)n1
 : -3 | 3
CCCCCCSc1ccc([C@H]2N[C@@](Cc3ccccc3)(C(=O)OC)[C@H]3C(=O)N(CC)C(=O)[C@@H]23)cc1
 : 22 | 0
O=C(NC12CC3CC(CC(C3)C1)C2)c1cccnc1Cl
 : -2 | -11
Cc1ccccc1N1CCN(S(=O)(=O)c2ccc3oc(=O)ccc3c2)CC1
 : 6 | -1
CCn1c(N)c(C(=O)COC(=O)CCc2nc3ccccc3c(=O)[nH]2)c(=O)[nH]c1=O
 : -10 | -1
Cc1c(-c2ncn[nH]2)sc(C#N)c1-c1ccccc1
 : 6 | -3
CSc1ccccc1C(=O)OCC(=O)Nc1ccc(N2CCOCC2)cc1
 : 18 | 1
CCOC(=O)c1ccc(S(=O)(=O)N2CCN(S(=O)(=O)CC)CC2)cc1
 : -6 | 4
CCSc1ccccc1C(=O)NC1CCCCC1
 : 2 | -6
C#CCN1C(=O)C(O)(CC(=O)c2cccc(OC)c2)c2ccccc21 (stereo not given)
 : 13 | -2
COc1ccc(OCCOC(=O)CCS(=O)(=O)c2ccc(C)cc2)cc1
 : 11 | -2
O=C(NCc1ccco1)c1ccc(COc2cc(Cl)ccc2Cl)cc1
 : -10 | 2
Cc1c(NCc2cccnc2)cccc1C(=O)O
 : -11 | 8
CCOc1ccc(C(=O)Nc2nnc(SCC(=O)NCC3CCCO3)s2)cc1 (stereo not given)
 : 5 | 2
CCOC(=O)C1=C(CSc2nccn2C)NC(=O)NC1c1ccc2c(c1)OCO2 (stereo not given)
 : -11 | 5
CSc1nc(C)c2c(n1)N(c1ccc(C(C)C)cc1)CC2
 : 0 | 10
BrC(/C=C\c1ccccc1)=N/Nc1nc(N2CCOCC2)nc(N2CCOCC2)n1
 : 29 | -9
CCc1ccccc1NC(=O)c1ccccc1N1C(=O)C2C3C=CC(C3)C2C1=O (stereo not given)
 : -4 | 3

Three entries already listed, sorted by heavy-atom count, falling:
Fields: TAG inh | TAG inh DAPI viability
COc1ccc(OCCOC(=O)CCS(=O)(=O)c2ccc(C)cc2)cc1
 : 11 | -2
CCOC(=O)c1ccc(S(=O)(=O)N2CCN(S(=O)(=O)CC)CC2)cc1
 : -6 | 4
Cc1c(NCc2cccnc2)cccc1C(=O)O
 : -11 | 8

Next compounds
Fields: TAG inh | TAG inh DAPI viability
COc1ccccc1S(=O)(=O)N(C)C[C@@H]1Oc2ncc(-c3ccc(C)cc3)cc2C(=O)N([C@H](C)CO)C[C@@H]1C
 : 28 | -5
C[C@@H]1CN([C@H](C)CO)C(=O)CCCn2nncc2CO[C@H]1CN(C)C(=O)Cc1ccccc1
 : -4 | -11
CCOC(=O)C1CCN(C(C)=C2C(=O)c3ccccc3C2=O)CC1
 : -8 | 5
COc1cc(-c2c(NC(=O)c3ccco3)oc3ccc(Cl)cc3c2=O)cc(OC)c1OC
 : -4 | 2
CCC(C)N(C(=O)COC(=O)Cc1n[nH]c(=O)c2ccccc12)C1CCS(=O)(=O)C1 (stereo not given)
 : -11 | 19
O=C(N/C(=C/c1ccccc1)C(=O)N1CCCCCC1)c1ccccc1
 : 0 | -12
Cc1cc(C)c2c(CC(=O)O)c(C)[nH]c2c1
 : 8 | -8
CCOC(=O)c1c(C)nc(C)c(C(=O)OCC)c1-c1cccc([N+](=O)[O-])c1
 : 14 | -14
CCn1c(CNc2nc3ccccc3n2C(C)C)nc2ccccc21
 : -18 | 8
Cc1ccc(N(CC(=O)O)S(=O)(=O)c2cccc3nonc23)cc1
 : 2 | 0
Cc1cc2c(c(=O)o1)C1(C(=O)N(CC(=O)O)c3ccccc31)C(C#N)=C(N)O2 (stereo not given)
 : -13 | -1
N#Cc1ccccc1S(=O)(=O)N1CCN(CC(O)c2ccccc2)CC1 (stereo not given)
 : 6 | -16
CCn1c(C(C)NC(=O)c2cccs2)nc2ccccc21 (stereo not given)
 : -5 | 8
COc1ccc(C)cc1NC(=O)C(CCS(C)(=O)=O)NC(C)=O (stereo not given)
 : 7 | 3
CC(=O)Nc1ccc(CN2C(=O)C(C)(C)ON=C2c2ccc(C(F)(F)F)cc2)cc1
 : 12 | -5
Cc1nn(-c2ccc(C(=O)Nc3nnc(C4CC4)s3)cc2)c(C)c1Cl
 : 5 | 5
COc1ccc(Cl)cc1CC1(C)C(=O)Nc2c(Cl)cccc21 (stereo not given)
 : -11 | 11
Cc1nc(SCC(=O)NCC2CCCO2)nc(C)c1C (stereo not given)
 : 4 | 2
COc1ccc(OC)c(NC(=O)Cc2cccs2)c1
 : 0 | -6
Cc1cccc(N2CCN(C(=O)c3noc4c3COc3ccc(C)cc3-4)CC2C)c1 (stereo not given)
 : -8 | 10

Further entries:
Fields: TAG inh | TAG inh DAPI viability
CSc1nsc(SCC(=O)N2CCCCC2)n1
 : -4 | 6
COc1ccc(C(=O)OCC(=O)NCC2CCCCC2)cc1S(=O)(=O)N1CCCc2ccccc21
 : -5 | 2
O=C(Cc1ccccc1[N+](=O)[O-])NCCC1=CCCCC1
 : 4 | 1
Cc1nc2ccc(NC(=O)Cc3cccs3)cc2s1
 : 1 | 3
CN1CCC(CC(C(=O)N2CCCC2)(c2ccccc2)c2ccccc2)C1 (stereo not given)
 : 24 | -9
O=C(NNC(=O)c1nn(-c2ccc(F)cc2)ccc1=O)c1ccccc1Cl
 : -4 | -8
Clc1ccc(-c2cc3ccccc3[nH]2)cc1
 : -75 | 6
Cc1ccc(OCCCC(=O)Nc2ccc(S(N)(=O)=O)cc2)cc1
 : -10 | 10
CN1C(c2ccccc2)=NO[C@]1(C)c1ccccc1
 : -5 | 6
Cc1cc(NC(=O)CCC(=O)N(CC(=O)NC2CCCC2)c2ccccc2)no1
 : -4 | -3
CNC(=S)NNC(=O)c1ccc2c(c1)OCO2
 : 7 | -3
CCCC(CCC(=O)Nc1cccc([N+](=O)[O-])c1)C(=O)O (stereo not given)
 : -3 | 3
NS(=O)(=O)c1ccc(NC(=O)CSc2ncnc3ccccc23)cc1
 : 1 | -2
C[C@H]1CNC(=O)c2c(C(=O)Nc3ccc(CNC(=O)OC(C)(C)C)cc3)ncn21
 : 5 | 30
COc1cc2ccccc2cc1C(=O)OCC(=O)NC1CCS(=O)(=O)C1 (stereo not given)
 : 8 | -4
CCOC(=O)CN1C(=O)NC2NC(=O)NC21 (stereo not given)
 : -8 | 2
COC(=O)C[C@H]1c2cc(C(F)(F)F)ccc2S(=O)(=O)N1C(C)(C)C
 : -15 | -9
Cc1ccccc1NC(=S)N1CCCC(c2nc3ccccc3[nH]2)C1 (stereo not given)
 : 1 | -1
COC(=O)c1ccc(C(=O)N(C)C2CCCN(Cc3ccccc3F)C2)cc1 (stereo not given)
 : 5 | 2
COCCn1c(N)c(N(Cc2ccccc2)C(=O)COc2ccccc2F)c(=O)[nH]c1=O
 : -10 | -2

Further entries follow.
Fields: TAG inh | TAG inh DAPI viability
CCN(CC)S(=O)(=O)c1ccc(NC(=O)CO/N=C(\N)c2ccccc2)cc1
 : -7 | -2
CN(C1(C)CCS(=O)(=O)C1)S(=O)(=O)c1cccc([N+](=O)[O-])c1 (stereo not given)
 : 18 | -7
Cc1nc(NC(=O)c2ccc3c(c2)OCCO3)ccc1Br
 : -15 | 6
O=C(NCCc1ccccc1)c1cccc(NC(=O)C2CC2)c1
 : 14 | 0
CC(=O)Nc1ccc(S(=O)(=O)c2ccc(C)cc2)cc1
 : -17 | 13
CCNC(=O)c1ccccc1NC(=O)C1CC(=O)N(C(C)C)C1 (stereo not given)
 : 5 | -2
Cc1ccccc1C(=O)Nc1ccc(-c2nc3ccc(C(=O)c4ccccc4)cc3[nH]2)cc1
 : -1 | 0
CC(=O)N1CCc2c(sc(NC(=O)C3COc4ccccc4O3)c2C(N)=O)C1 (stereo not given)
 : 17 | 1
C=CCOc1c(Cl)cc(CNc2ccc3[nH]c(=O)[nH]c3c2)cc1OC
 : -5 | -6
CN(c1ccccc1)S(=O)(=O)c1ccc(Cl)c(C(=O)OCC(=O)NCc2ccco2)c1
 : 3 | -2
CN(C)c1ncnc2c1ncn2[C@H]1CN(Cc2ccc(F)cc2)C[C@@H](CO)O1
 : 9 | 9
C=CCn1cnc2c(nnn2-c2ccc(C)c(Cl)c2)c1=O
 : -3 | 3

As entered above.
TAG inh DAPI viability, Cc1ccnc2nc(C(=O)OCC(=O)N3CC(C)CC(C)C3)nn12 (stereo not given) reads -6
TAG inh, COCCNC(=S)N1CCC(Cc2ccccc2)CC1 reads -9
TAG inh DAPI viability, COCCCNC(=O)Cn1c(=O)n(Cc2ccc(C(=O)NCCc3ccc(OC)c(OC)c3)cc2)c(=O)c2ccccc21 reads 12
TAG inh DAPI viability, Cc1ccccc1N1CCN(S(=O)(=O)c2ccc3oc(=O)ccc3c2)CC1 reads -1
